Compound activity as filed in PubChem.
TRPC6 activator – mouse TRPC6 channel activators, primary screen, cell-based, HEK293, membrane potential dye | Short transient receptor potential channel 6 (Mus musculus), Q61143 | B-score at 10 µM | actives 0.13% (n = 310,000) | AID 2550, 2010 | HEK293-TRPC6 membrane potential dye fluorescence; hits give high values;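 active means B-score of the integrated fluorescence ratio above library mean plus 3 SD, and starting fluorescence ratio within library mean plus 5 SD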;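 further: higher score means more depolarization so channel activation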
MrgX1 antag – antagonists of human MrgX1 receptor, primary screen, HEK293 cells, Fluo-4 calcium flux. Mas-related G-protein coupled receptor member X1 (Homo sapiens), Q96LB2. BAM8-22 antagonism; hits give low values. B-score at 10 µM. actives 1.3% (n = 310,000). AID 588676, 2011;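 active means calcium-response B-score plate-corrected more than 3 library SD below zero, starting fluorescence within 5 deviations, no agonist response on first addition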;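 further: peak minus trough fluorescence over baseline after final BAM8-22 challenge near maximal dose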
ANO1 activ – TMEM16A chloride channel activators or potentiators, primary screen, cell-based, HTS. HEK293 TMEM16A/YFP-H148Q/I152L, iodide quench fluorescence; hits give low values. AID 623877, 2012. actives 0.3% (n = 340,000). B-score at 10 µM. Anoctamin-1 (Mus musculus), Q8BHY3;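 active means fluorescence-ratio B-score plate-corrected deviation score at least 3 library SD below zero, with starting fluorescence score within 5 deviations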;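 further: channel opened by trigger with iodide after compound preincubation; score built on the fluorescence ratio of max minus min over baseline; more negative score means more quench and so TMEM16A activation or potentiation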
Target sequence (Q8BHY3 whole entry, looked up): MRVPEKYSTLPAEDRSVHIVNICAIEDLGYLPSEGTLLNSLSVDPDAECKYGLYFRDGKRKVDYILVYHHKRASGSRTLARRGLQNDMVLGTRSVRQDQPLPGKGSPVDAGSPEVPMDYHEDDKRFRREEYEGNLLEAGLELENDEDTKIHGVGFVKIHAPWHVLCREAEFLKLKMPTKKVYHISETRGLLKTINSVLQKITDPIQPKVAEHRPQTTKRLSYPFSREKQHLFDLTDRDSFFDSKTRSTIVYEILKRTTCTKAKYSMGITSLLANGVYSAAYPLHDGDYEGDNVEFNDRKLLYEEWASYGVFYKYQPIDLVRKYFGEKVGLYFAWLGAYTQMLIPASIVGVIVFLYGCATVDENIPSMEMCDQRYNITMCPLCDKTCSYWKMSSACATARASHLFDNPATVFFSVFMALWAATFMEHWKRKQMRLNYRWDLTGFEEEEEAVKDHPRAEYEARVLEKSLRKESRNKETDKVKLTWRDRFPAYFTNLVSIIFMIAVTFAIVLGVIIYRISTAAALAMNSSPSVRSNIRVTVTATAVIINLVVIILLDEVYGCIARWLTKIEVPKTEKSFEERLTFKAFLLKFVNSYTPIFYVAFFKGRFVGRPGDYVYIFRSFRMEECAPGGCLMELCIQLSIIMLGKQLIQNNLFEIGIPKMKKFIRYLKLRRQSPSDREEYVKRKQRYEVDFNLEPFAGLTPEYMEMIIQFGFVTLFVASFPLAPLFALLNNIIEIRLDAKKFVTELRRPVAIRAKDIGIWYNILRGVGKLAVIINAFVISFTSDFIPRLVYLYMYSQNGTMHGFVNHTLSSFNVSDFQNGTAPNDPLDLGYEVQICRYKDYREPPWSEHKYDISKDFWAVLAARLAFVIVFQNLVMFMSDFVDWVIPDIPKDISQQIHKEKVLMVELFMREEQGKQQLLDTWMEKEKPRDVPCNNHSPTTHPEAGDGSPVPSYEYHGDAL
MrgX1 PAM – positive allosteric modulators of MrgX1, primary screen, HEK293 cells, Fluo-4 calcium flux. FDSS; hits give high values. B-score at 10 µM. actives 0.63% (n = 310,000). AID 588675, 2011;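 active means plate-corrected calcium response at least 3 library SD above typical, normal starting fluorescence, not activating the receptor alone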;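 further: compound read alongside a low EC10 to EC30 dose of BAM8-22 agonist; peak minus trough fluorescence over baseline measured at the second addition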
TRPC4 agonist – activators of mouse TRPC4 channel, primary screen, Fluo4 calcium, HEK293 TRPC4beta/mu-opioid cells; Short transient receptor potential channel 4 (Mus musculus), Q9QUQ5; B-score at 10 µM; actives 0.49% (n = 310,000); Fluo4 calcium fluorescence; hits give high values;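 active means B-score above 5 SD of library B-scores, and initial fluorescence ratio not above library mean plus 5 SD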;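 further: positive B-score marks a calcium rise read as TRPC4 activation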
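Incubation: 45 min room-temperature Fluo4 loading, 110 s read / System: HEK293 cells stably co-expressing mouse TRPC4beta and mu-opioid receptor / Signal: Fluo4 fluorescence, kinetic / Control set: buffer (low) and maximal DAMGO (high) / Measure: integrated baseline-normalised fluorescence ratio, converted to per-well B score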
MrgX1 ag – agonists of human MrgX1 receptor, primary screen, HEK293 cells, Fluo-4 calcium flux. AID 588627, 2011. Mas-related G-protein coupled receptor member X1 (Homo sapiens), Q96LB2. B-score at 10 µM. Fluo-4 calcium fluorescence, agonist mode; hits give high values. actives 0.44% (n = 310,000);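 active means calcium response B-score plate-corrected fluorescence ratio at least 3 library SD, with starting fluorescence B-score inside 5 SD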
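Material – MrgX1-expressing HEK293 cells · Input – 15,000 cells seeded per well · Dosing – compound as first of three additions · Times – overnight seeding, then 1 h dark dye loading · Measured by – kinetic Fluo-4 NW fluorescence of intracellular calcium · Read-out – B-scored fluorescence response ratio · Benchmarks – positive and negative control wells on each plate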
RGS4 block – RGS4 inhibitors, primary screen, cell-based, HEK293 M3R inducible RGS4, calcium flux | Regulator of G-protein signaling 4 (Homo sapiens), P49798 | Fluo-4 calcium flux; hits give high values; triggered by carbachol at its EC20 | B-score at 10 µM | actives 0.45% (n = 310,000) | AID 463165, 2010;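 active means B-score, a plate-corrected calcium signal, over three deviations above library mean, with baseline fluorescence within five deviations of library mean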;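 further: RGS4 expression induced by doxycycline in cells with stable M3 receptor; B-score is computed from the integrated fluorescence ratio over baseline after carbachol; higher B-score means a larger calcium signal and so more RGS4 inhibition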
TMEM16A inh – TMEM16A chloride channel inhibitors, primary screen, cell-based, HTS. normalized B-score (activity score, 25-100; higher = stronger inhibition) at 10 µM. actives 1.2% (n = 310,000). HEK293 TMEM16A/YFP iodide influx fluorescence, ionomycin. AID 588511, 2011;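 active means ratio plate-corrected score three or more library SD toward inhibition, starting fluorescence score within five deviations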;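 further: score derived from kinetic fluorescence span divided by baseline fluorescence per well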
TRPC6 inhibitor – mouse TRPC6 channel inhibitors, primary screen, cell-based, HEK293, membrane potential dye | AID 2553, 2010 | Short transient receptor potential channel 6 (Mus musculus), Q61143 | B-score at 10 µM | actives 1.1% (n = 310,000) | ACh-evoked depolarization; hits give low values;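 active means B-score under library mean minus 3 SD, initial fluorescence not abnormally high, positive integrated signal ratio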;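 further: B-score derived from integrated fluorescence ratio over the kinetic read; more negative B-score means stronger inhibition of depolarization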
TRPC4 inh – inhibitors of mouse TRPC4 channel, primary screen, Fluo4 calcium, HEK293 TRPC4beta/mu-opioid cells; Short transient receptor potential channel 4 (Mus musculus), Q9QUQ5; DAMGO-evoked Fluo4 calcium flux; hits give low values; B-score at 10 µM; actives 0.39% (n = 300,000); AID 2247, 2010;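 active means B-score over 3 SD under the library average, no early fluorescence shift, positive overall ratio signal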
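Assay system – HEK293 line stably carrying TRPC4beta and mu-opioid receptor · Doses – single dose · Detection – Fluo4 calcium-dye fluorescence, kinetic read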
TRPC4 potent – positive allosteric modulators of TRPC4, primary screen, cell-based, mouse TRPC4beta, HEK293 mu-opioid, Fluo-4 calcium; B-score at 10 µM; AID 2227, 2009; actives 0.42% (n = 310,000); DAMGO EC20, Fluo-4 Ca2+ flux; hits give high values; Short transient receptor potential channel 4 (Mus musculus), Q9QUQ5;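 active means B-score of calcium response area above 5 SD of library B-scores, with initial fluorescence ratio within 5 SD of library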;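 further: B-score of integrated fluorescence ratio over time as area under calcium response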
The depositor's hits bear a star; i = inactive. Outcome played no part in choosing rows; 5.8% or so of the library scored in one or more.

Below each SMILES – TRPC6 activator | MrgX1 antag | ANO1 activ | MrgX1 PAM | TRPC4 agonist | MrgX1 ag | RGS4 block | TMEM16A inh | TRPC6 inhibitor | TRPC4 inh | TRPC4 potent
1. O=C(NC1CC1)c1ccc2c(c1)C1C3CCC(C3)C1C(c1ccccc1)N2 (configuration not stated)
 : i | i | i | i | i | i | i | i | i | i | i
2. Cc1cc(C)nc(NS(=O)(=O)c2ccc(N/C=C/C(=O)c3ccc(Cl)c(Cl)c3)cc2)n1
 : i | i | i | i | i | i | i | i | i | i | i
3. CC(C)Cc1cc(C(=O)NCCN2CCOCC2)no1
 : i | i | i | i | i | i | i | i | i | i | i
4. Nn1c(SCC(=O)N2CCCC2=O)nnc1-c1cccs1
 : i | i | i | i | i | i | i | i | i | i | i
5. CCNC(=O)c1c(C)[nH]c(C(=O)OCC)c1C
 : i | i | i | i | i | i | i | i | i | i | i
6. COc1ccccc1C(CCN(Cc1cccs1)C(C)=O)c1ccco1 (configuration not stated)
 : i | i | i | i | i | i | i | i | i | i | i
7. CC1CCCCC1N=C1NC(C)(C)CS1 (configuration not stated)
 : i | i | i | i | i | i | i | i | i | i | i
8. O=C(Oc1ccccc1)n1c(=S)oc2ccccc21
 : i | i | i | i | i | i | i | i | i | i | i
9. CC(=O)NCc1nc2ccccc2n1Cc1ccccc1F
 : i | i | i | i | i | i | i | i | i | i | i
10. O=C(N/N=C/c1ccc(OCc2ccccc2)cc1)c1cc[n+](Cc2ccccc2)cc1
 : i | i | i | i | i | i | i | i | i | i | i
11. O=C(CSc1nc2ccccc2[nH]1)c1ccc2c(c1)OCO2
 : i | i | i | i | i | i | i | i | i | i | i
12. CCOc1ccccc1NC(=O)C(C)SCc1ccccc1 (configuration not stated)
 : i | i | i | i | i | i | i | i | i | i | i
13. COc1ccc(-c2c3c(nc4sc5c(Cl)nc(C)nc5c24)CCC3)cc1
 : i | i | i | i | i | i | i | 100* | i | i | i
14. Cc1ccc2cccc(SCC(=O)NCC#N)c2n1
 : i | i | i | i | i | i | i | i | i | i | i
15. C=CCC1(N(C(C)=O)c2ccccc2)CCCCC1
 : i | i | i | i | i | i | i | i | i | i | i
16. O=S(=O)(c1cccc(-c2n[nH]c(=S)n2C2CCCC2)c1)N1CCOCC1
 : i | i | i | i | i | i | i | i | i | i | i
17. Brc1cccc(OCCN2CCOCC2)c1
 : i | i | i | i | i | i | i | i | i | i | i
18. Cc1ccc2nc(-c3ccc(NC(=O)CCS(=O)(=O)c4ccccc4)cc3)sc2c1
 : i | i | i | i | i | i | i | i | i | i | i
19. Cc1nnc(NC(=O)CSc2nnc(-c3ccoc3C)n2CC(C)C)s1
 : i | i | i | i | i | i | i | i | i | i | i
20. C=CCN1C(=O)C(O)(CC(=O)c2ccccn2)c2ccccc21 (configuration not stated)
 : i | i | i | i | i | i | i | i | i | i | i
21. CC1CCC(NC(=O)C2c3ccccc3C(=O)N2CCCN2CCOCC2)CC1 (configuration not stated)
 : i | i | i | i | i | i | i | i | i | i | i
22. C/C(=N\NC(=O)c1cc(C)oc1C)c1ccc(N2CCOCC2)cc1
 : i | i | i | i | i | i | i | i | i | i | i
23. CCN(CC)S(=O)(=O)c1cc(NC(=O)COC(=O)Cn2cnc3ccccc32)ccc1C
 : i | i | i | i | i | i | i | i | i | i | i
24. Cc1ccc(N(CC(=O)NC2CCCCC2)S(=O)(=O)c2c(C)noc2C)cc1
 : i | i | i | i | i | i | i | i | i | i | i
25. CC(=O)Nc1nc(C)c(Oc2ccccc2)c(=O)[nH]1
 : i | i | i | i | i | i | i | i | i | i | i
26. CC(=O)Cc1nsc(NC(=O)c2ccc(F)cc2)n1
 : i | i | i | i | i | i | i | i | i | i | i
27. CCOC(=O)c1cccc(NC(=O)COc2ccc([N+](=O)[O-])cc2)c1
 : i | i | i | i | i | i | i | i | i | i | i
28. Cc1c(NC(=O)c2ccco2)cccc1-c1nc2cccnc2s1
 : i | i | i | i | i | i | i | i | i | i | i
29. COc1cc(C(=O)N2CCN(C(=O)c3ccco3)CC2)cc(OC)c1OC
 : i | i | i | i | i | i | i | i | i | i | i
30. CC(=O)Oc1ccc(/C=N/NC(=O)C2CCCN2S(=O)(=O)c2ccc(Cl)cc2)cc1 (configuration not stated)
 : i | i | i | i | i | i | i | i | i | i | i
31. COc1cccc(N(CC(=O)N2CCN(c3ccccc3OC)CC2)S(C)(=O)=O)c1
 : i | i | i | i | i | i | i | i | i | i | i
32. COC(CNS(=O)(=O)c1ccc(S(=O)(=O)NC2CC2)cc1)OC
 : i | i | i | i | i | i | i | i | i | i | i
33. O=C(CCCOc1ccc(Cl)cc1Cl)NCCc1nnc2ccccn12
 : i | i | i | i | i | i | i | i | i | i | i
34. CCOC(=O)CC1C(=O)NCCN1C(=O)COc1ccc(Br)cc1C (configuration not stated)
 : i | i | i | i | i | i | i | i | i | i | i
35. c1ccc(N2CCN(c3ncnc4scc(-c5cccs5)c34)CC2)cc1
 : i | i | i | i | i | i | i | i | i | i | i
36. Cc1ccc(S(=O)(=O)N(CC(=O)NCc2ccco2)Cc2ccc(F)cc2)cc1
 : i | i | i | i | i | i | i | i | i | i | i
37. O=C(CCc1nc2ccccc2c(=O)[nH]1)N1CCN(S(=O)(=O)c2cccc(F)c2)CC1
 : i | i | i | i | i | i | i | i | i | i | i
38. CCc1ccc(NC(=O)[C@H](C)NC(=O)C2CCN(C(=O)[C@@H](N)CC(C)C)CC2)cc1
 : i | i | i | i | i | i | i | i | i | i | i
39. Nc1nc(Cl)cc(Oc2ccccc2F)n1
 : i | i | i | i | i | i | i | i | i | i | i
40. Cc1onc(-c2ccccc2)c1C(=O)N=C(N)c1ccc(C(F)(F)F)cc1
 : i | i | i | i | i | i | i | i | i | i | i
41. CC(C)N=C1NN=C(c2cccs2)CS1
 : i | i | i | i | i | i | i | i | i | i | i
42. Cn1c(SCC(=O)Nc2sc3c(c2C#N)CCC3)nnc1C1COc2ccccc2O1 (configuration not stated)
 : i | i | i | i | i | i | i | i | -11* | i | i
43. COc1ccc(C(CNC(=O)c2ccc(-c3cccc(C(F)(F)F)c3)o2)N2CCOCC2)cc1 (configuration not stated)
 : i | i | i | i | i | i | i | i | i | i | i
44. CN(CCCCCC(=O)/C=N/O)Cc1ccccc1
 : i | i | i | i | i | i | i | i | i | i | i
45. CC(CCCC(C)(C)O)CC1C2=C(CCCC2=O)OC2=C1C(=O)CCC2 (configuration not stated)
 : i | i | i | i | i | i | i | i | i | i | i
46. CC(=O)N1Cc2ccccc2C(C)CC12CCCCC2 (configuration not stated)
 : i | i | i | i | i | i | i | i | i | i | i
47. COc1cccc(CC(=O)NNC(=O)c2ccc3c(c2)OCO3)c1
 : i | i | i | i | i | i | i | i | i | i | i
48. COc1ccc2c(c1)c(=O)oc1c(C)c(OCC(=O)N3CCc4ccccc4C3)ccc12
 : i | i | i | i | i | i | i | i | i | i | i
49. Cc1csc(NC(=O)CSc2nncc(=O)n2N)n1
 : i | i | i | i | i | i | i | i | i | i | i
50. NNc1nc(-c2ccccc2)nc(-c2ccccc2)c1Br
 : i | i | i | i | i | i | i | i | i | i | i

(more compounds)
Below each SMILES – TRPC6 activator | MrgX1 antag | ANO1 activ | MrgX1 PAM | TRPC4 agonist | MrgX1 ag | RGS4 block | TMEM16A inh | TRPC6 inhibitor | TRPC4 inh | TRPC4 potent
51. CCOc1ccc(OCC)c(NC(=O)C2CCCN(S(=O)(=O)c3ccc(C)cc3)C2)c1 (configuration not stated)
 : i | i | i | i | i | i | i | i | i | i | i
52. COc1cc(C(=O)NC(=S)Nc2ccc(Cl)c(C(=O)O)c2)cc(OC)c1OC
 : i | i | i | i | i | i | i | i | i | i | i
53. CCOC(=O)CSc1nnc(CNC(=O)c2cccc(C)c2)n1-c1ccccc1OC
 : i | i | i | i | i | i | i | i | i | i | i
54. Cn1c2ccccc2c2ncn(CCN3CCOCC3)c(=O)c21
 : i | i | i | i | i | i | i | i | i | i | i
55. Cc1cc2ncn(S(=O)(=O)c3ccc(S(=O)(=O)N4CCCCCC4)cc3)c2cc1C
 : i | i | i | i | i | i | i | i | i | i | i
56. O=C(/C=C/c1ccc(Br)cc1)NC(=S)NNC(=O)c1ccco1
 : i | i | i | i | i | i | i | i | i | i | i
57. C#C[C@]1(O)CC[C@H]2[C@@H]3CCC4=Cc5oncc5C[C@]4(C)[C@H]3CC[C@@]21C
 : i | i | i | i | i | i | i | i | i | i | i
58. CCOC(=O)c1cc(-c2ccc(OC)cc2)nc2c1c(C)nn2CCC#N
 : i | i | i | i | i | i | i | i | i | i | i
59. O=C(O)c1ccc(C2NCC(c3ccccc3Cl)c3c2[nH]c2ccccc32)cc1 (configuration not stated)
 : i | i | i | i | i | i | i | i | i | i | i
60. CCN(C(=O)C1CCCN(c2ncnc3c2nc2n3CCCCC2)C1)c1cccc(Cl)c1 (configuration not stated)
 : i | i | i | i | i | i | i | 25* | i | i | i
61. CSCC[C@H](NC(=O)OC(C)(C)C)c1nnc(SCC=C(C)C)o1
 : i | i | i | i | i | i | i | i | i | i | i
62. COc1ccc(NC(=O)CO/N=C(\C)c2cccs2)cc1
 : i | i | i | i | i | i | i | i | i | i | i
63. O=C(N/N=C/c1cccc(F)c1)c1c(O)c2c([nH]c1=O)CCCC2
 : i | i | i | i | i | i | i | i | i | i | i
